b-catenin transl: beta-catenin nuclear translocation modulation. 190,000 tested, 0.3% active. nuclear translocation activity, % at 5 µM. HeLa beta-catenin nuclear translocation, immunofluorescence imaging. AID 1665;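 active means nuclear translocation activity above 50% at 5 µM, with a well cell count of 50 or more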;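 further: per-cell ratio of nuclear to cytoplasmic median beta-catenin stain intensity; plate controls were DMSO negative control for no effect and GSK-3 inhibitor IX positive control for full effect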
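Test system: human HeLa cell line; Doses: 5 µM primary, 0.02–20 µM confirmation; Incubation: 24 h compound exposure, 37°C; Detection: beta-catenin immunofluorescence imaging with DAPI; Read-out: beta-catenin nuclear/cytoplasmic ratio, % activation.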
Yfh1-off respiration: mitochondrial function rescue without frataxin homolog – Friedreich's ataxia, plus single-dose screen, dose response (AID 1465); S. cerevisiae Yfh1-off respiration, WST-1 reduction, 72 h; higher fold induction means a stronger effect; fold induction at 50 µM, or EC50 in µM where a hit was titrated; 220,000 tested, 0.074% active;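 active means fold induction of absorbance versus untreated yeast above a set limit, then at least 30% activation at any dose in follow-up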;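 further: activators that raise dye reduction in frataxin-depleted yeast; strong numbers were not always called active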
WT yeast gro inh: growth inhibition of WT yeast, mitochondrial fusion screen; mitochondrial fusion phenotypic screen, WT strain; inhibition, % at 10 µM; 190,000 tested, 2.1% active; AID 1362; in the data active means inhibition above about 58%; tested in S. cerevisiae
P. falciparum M1AAP: malaria alanyl aminopeptidase activity blockers – biochemical, fluorogenic H-Leu-NHMec substrate, 1536-well (AID 1445) | one-dose inhibition, % at 30 µM; IC50 in µM for titrated hits | recombinant M1AAP, H-Leu-NHMec fluorogenic kinetic assay; higher % means a stronger effect | 220,000 tested, 0.42% active;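 active means primary inhibition above the hit cutoff, then over 50% inhibition at one or more dose response concentrations, cut at about 23% in these data, passing the limit was not always enough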;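 further: plate controls were DMSO full reaction for no effect and no enzyme background for full effect; strong numbers were not always called active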
Dynein transport: dynein cargo transport inhibition; z-score, hits read low; AID 1381; 3617.4 mouse cells, GR-EGFP nuclear translocation imaging; test concentration mostly 20 µM; stimulated with dexamethasone, 1 µM; hits give low values; 220,000 tested, 0.47% active;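 active means plate z-score of nuclear minus cytoplasmic receptor signal below a set negative limit, without overly bright fluorescence or cell loss, cut at about -3.5 in these data, passing the limit was not always enough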;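 further: z-score of nuclear minus cytoplasmic ring GR-EGFP intensity difference per well; some compounds called inactive have numbers as strong as hits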
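Buffer or medium: tet-free medium with charcoal-stripped serum / Also added: dexamethasone agonist, 1.0 µM final, for 30 min / Timing: induction 48 h, compound 1 h, agonist 30 min / Measured by: high-content fluorescence imaging after fixation / Read-out: nuclear-to-cytoplasmic GR-EGFP distribution per well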
MT stabilizer: microtubule stabilization, imaging screen; 200,000 tested, 0.83% active; % tubulin-high responders, % at 10 µM; HeLa tubulin immunostaining HCS, 24 h; share of cells brighter than vehicle mean+2SD; AID 2205;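 active means plate Z-score above 3 for both tubulin-high and condensed-nucleus cell shares, with cell loss under 80%, at 10 µM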;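 further: anti alpha tubulin signal scored within the nucleus-defined area of each cell; some results filed as inactive read as strong as hits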
T cell modulator: T cell immune modulation candidate; 2C CD8+ T cell-vesicle binding, flow cytometry; hits give low values; calls only at 7 µM; 330,000 tested, 0.068% active;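 active means response, share of CD8 T cells binding vesicles, and their 90th percentile fluorescence all below set limits, cut at about 80% in these data, passing the limit was not always enough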
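Material: 2C TCR transgenic mouse naive CD8+ T cells, MACS-purified. Also added: QL9-charged Drosophila Ld/ICAM-1/B7-1 vesicles. Timing: binding 1.5 h at 37 °C. Measured by: high-throughput flow cytometry with anti-B7-1 and anti-CD8 staining. Read-out: percent CD8+ FL2 mean versus row control. Controls: Unloaded micro-vesicles (low), QL9 vesicles with 0.7% DMSO (high).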
Autophagy mod: modulators of autophagy. MEF GFP-LC3 puncta imaging; test concentration mostly 10 µM. calls only at 10 µM (by protocol). 190,000 tested, 0.98% active. AID 463193;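 active means percentage of spot-positive cells more than 3 SD above its plate mean, without a fluorescence outlier flag or 80% toxicity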;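 further: spot-positive cell cutoff set from DMSO-treated cells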
P. falciparum M17LAP: P. falciparum M17LAP inhibitors, primary screen, biochemical, fluorogenic H-Leu-NHMec substrate, 1536-well (AID 1619) | recombinant M17LAP, H-Leu-NHMec fluorogenic kinetic assay; higher % means a stronger effect | 220,000 tested, 0.38% active | inhibition, % at 30 µM, or IC50 in µM where a hit was titrated;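 active means compound inhibiting the enzyme by more than half at any dose during confirmatory dose-response retesting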;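 further: plate controls were full reaction with DMSO carrier for no effect and no enzyme background for full effect; strong numbers were not always called active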
WT yeast gro inh mutant strain: also measured in WT yeast gro inh; calls as there; inhibition, %; mitochondrial fusion phenotypic screen, mutant strain inhibition
Dynein transport cytoplasmic EGFP: further read-out of Dynein transport, marked with its call; z-score; measured here: cytoplasmic GR-EGFP intensity; hits give high values
Dynein transport nuclear GR-EGFP: recorded beside Dynein transport, whose call it bears; z-score; measured here: nuclear GR-EGFP intensity;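 lower value marks the stronger effect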
Dynein transport cell count: second read-out of Dynein transport, no call of its own (marks repeat the call); z-score; measured here: cell count per field
b-catenin transl cell count 5 µM: also measured in b-catenin transl; calls as there; cell count; measured here: cell count, cytotoxicity flag
T cell modulator vesicle-bound %: further read-out of T cell modulator, marked with its call; double positive events, %; measured here: CD8+ vesicle-bound cell fraction;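 binding gate set so that unloaded-vesicle control wells show 10% double positive cells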
MT stabilizer Hoechst-high %: recorded beside MT stabilizer, whose call it bears; % Hoechst-high responders; measured here: nuclear condensation Hoechst responders;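 share of cells brighter than vehicle mean plus two SD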
MT stabilizer cytotoxicity %: also measured in MT stabilizer; calls as there; toxicity, %; measured here: cytotoxicity by cell density;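 0% = mean cell density of plate MIN control wells and 100% = no cells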
Autophagy mod cell loss 18 h: further read-out of Autophagy mod, marked with its call; toxicity, %; measured here: cell loss, nuclei count;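 cell loss after 18 h compound exposure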
Starred values were filed as active, the others as inactive; i = inactive; / = no result given.

SMILES | b-catenin transl | b-catenin transl cell count 5 µM | Yfh1-off respiration | WT yeast gro inh | WT yeast gro inh mutant strain | P. falciparum M1AAP | Dynein transport | Dynein transport cytoplasmic EGFP | Dynein transport nuclear GR-EGFP | Dynein transport cell count | MT stabilizer | MT stabilizer Hoechst-high % | MT stabilizer cytotoxicity % | T cell modulator | T cell modulator vesicle-bound % | Autophagy mod | Autophagy mod cell loss 18 h | P. falciparum M17LAP
CC(=O)c1ccc(Oc2ccc(C(C)=O)cc2)cc1 | 0.0 | 1355 | i | 0 | 4 | 2% | -0.24 | -0.24 | -0.24 | 0.96 | 2.2 | 1.2 | 7.8 | i | 33 | i | -1 | 0%
N#C/C(=C\c1ccc(N2CCOCC2)o1)C(=O)N1CCOCC1 | 2.8 | 512 | >100µM* | -4 | -1 | 16% | 0.12 | -0.24 | -0.36 | 0.26 | 3.3 | 2.3 | 6.9 | i | 50 | i | 0 | 100µM*
CCOC(=O)c1sc(NC(=O)c2cc3n(n2)C(C(F)(F)F)CC(c2cccs2)N3)c(C(=O)OCC)c1C (stereo unspecified) | 0.3 | 1467 | i | -16 | 4 | 9% | 1.7 | -0.16 | 0.47 | -0.5 | 5.7 | 1.5 | 4.4 | i | 28 | i | 25 | 4%
Cc1noc(C)c1C(=O)Nc1ccccc1-c1ccccc1 | -0.3 | 1033 | i | 0 | 17 | 0% | -0.75 | -0.18 | -0.063 | -0.16 | 2.8 | 2.0 | 5.4 | i | 7 | i | -7 | 6%
O=C(N/N=C/c1ccc(F)cc1)c1ccc(OCc2ccccc2)cc1 | 0.0 | 1239 | i | / | / | 1% | -1 | -0.17 | -0.53 | 0.84 | / | / | / | i | 50 | / | / | 4%
N#CCCn1cnc2c(=S)nc[nH]c21 | 1.5 | 1026 | i | 8 | -4 | 5% | 1.2 | 0.063 | 0.65 | -1.1 | 4.0 | 2.4 | 7.0 | i | 8 | i | -3 | 8%
CC(C)(C)c1ccc(NC(=O)N2CCCN(c3c(Cl)cncc3Cl)CC2)cc1 | -4.7 | 1216 | i | / | / | 7% | -0.12 | -0.25 | -0.18 | 0.14 | / | / | / | i | 44 | / | / | 5%
Cc1ccnc(NC(=O)Nc2cccc(F)c2)c1 | -3.9 | 1186 | i | -11 | 5 | -1% | -0.059 | -0.48 | 0.22 | 0.32 | 2.6 | 2.2 | 5.2 | i | 17 | i | 1 | -1%
COc1cc(NC(=O)C2CC2)c(C(=O)O)cc1OC | -1.9 | 1159 | i | -8 | -3 | 4% | 0.52 | -0.26 | 0.26 | 2.1 | 1.5 | 2.0 | 4.8 | i | 27 | i | -1 | 3%
O=C(Nc1ccn(Cc2c(F)c(F)cc(F)c2F)n1)c1ccc(COc2cc(Cl)ccc2Cl)o1 | 0.0 | 1120 | i | 16 | 9 | 4% | -1 | -0.12 | -0.3 | 0.62 | 5.9 | 5.9 | 1.3 | i | 1 | i | 28 | -7%
CC(=O)N1CN(C2CCCC2)Cc2c1sc1c2CCCC1 | -1.0 | 1014 | i | -6 | -32 | 2% | -0.43 | -0.24 | -0.31 | 0.75 | 3.8 | 1.9 | 7.6 | i | 46 | i | -1 | -5%
Fc1ccc(C(c2nnnn2Cc2cccs2)N2CCN(c3ccccc3)CC2)cc1 (stereo unspecified) | / | / | i | 7 | -3 | 15% | -0.91 | -0.22 | -0.17 | -0.27 | 5.6 | 1.6 | 5.9 | i | 59 | i | 1 | 5%
Cn1cc([N+](=O)[O-])c(C(=O)NCc2cc3cc(Cl)ccc3[nH]2)n1 | / | / | i | 16 | 6 | 2% | 0.28 | -0.23 | 1 | -0.71 | 3.1 | 2.5 | 3.6 | i | 52 | i | -3 | 6%
Cc1nc2cc(N3CCOCC3)c(NC(=O)C3CC3)cc2c(=O)n1Cc1ccccc1 | -6.9 | 798 | / | / | / | / | -0.2 | -0.2 | 0.07 | 0.58 | 1.7 | 1.2 | 13 | i | 59 | i | -1 | /
COc1ccc(NCc2nnc(SCC(=O)c3ccc(OC)cc3)o2)cc1 | 0.1 | 1166 | i | 1 | 3 | 9% | -0.011 | -0.13 | -0.12 | -0.058 | 1.8 | 2.1 | 12 | i | 52 | i | 1 | 20%
COC(=O)/C=C/C(=O)Nc1ccc(O)c(Cl)c1 | / | / | i | 2 | 22 | 5% | -0.72 | -0.1 | -0.63 | 0.33 | 4.9 | 3.1 | 1.1 | i | 29 | i | -3 | 4%
O=C(COC(=O)c1ccc(O)cc1O)NC1CCS(=O)(=O)C1 (stereo unspecified) | -0.4 | 1313 | i | / | / | 7% | -0.31 | 0.28 | 0.69 | -0.97 | / | / | / | i | 35 | / | / | 5%
Cc1ccc(-n2c(C)cc(C(=O)Cn3nc(C(=O)O)c4ccccc4c3=O)c2C)cc1 | -2.5 | 1106 | i | 56 | 11 | 7% | 0.15 | -0.1 | 0.0058 | -0.93 | 6.6 | 1.3 | 0.6 | i | 49 | i | 3 | 3%
Cc1nc(SCC(=O)N(C)Cc2ccco2)c2c(C)c(C)sc2n1 | -2.3 | 955 | i | 8 | 17 | 3% | -0.5 | -0.15 | -0.064 | 0.51 | 1.6 | 1.4 | 6.2 | i | 53 | i | 12 | 6%
O=C(CSc1nnc(CNC(=O)c2ccccc2F)o1)Nc1ccc2c(c1)OCCO2 | 0.9 | 1017 | i | -9 | 0 | -2% | 0.35 | -0.19 | 0.83 | 0.83 | 1.7 | 0.9 | 6.2 | i | 46 | i | -7 | 18%
O=c1[nH]c(SCC2CCCCO2)nc2ccccc12 (stereo unspecified) | -3.4 | 1197 | i | -9 | 3 | 3% | -0.25 | -0.16 | -0.015 | 0.52 | 6.2 | 2.0 | 7.9 | i | 34 | i | 9 | 3%
CC1CCCN(C(=O)CSc2cnc3ccccc3n2)C1 (stereo unspecified) | -0.9 | 995 | i | 7 | 13 | 5% | 0.89 | -0.19 | 0.75 | 0.46 | 1.7 | 1.0 | 4.4 | i | 25 | i | -11 | 8%
Cc1ccc(NC(=O)/C(=C/c2ccncc2)NC(=O)c2ccccc2)cc1 | 0.3 | 949 | i | 2 | -2 | 0% | 0.76 | 0.034 | 1.8 | -1.5 | 3.6 | 2.1 | 3.0 | i | 12 | i | -4 | 5%
CCOc1ccc(NC2=NC(C)(C)N=C(N)N2)cc1 | -4.9 | 1086 | i | 17 | 11 | -8% | 0.7 | -0.084 | 1.1 | -1.5 | 4.0 | 3.0 | 7.0 | i | 58 | i | -7 | -2%
CCN1CCCC(OC(=O)c2cc(-c3ccccc3Cl)nc3ccccc23)C1 (stereo unspecified) | -0.8 | 1042 | i | 15 | 4 | -1% | 1.4 | -0.23 | 1.2 | -1.1 | 1.3 | 1.5 | 3.7 | i | 55 | i | 6 | 2%
COc1ccc(-n2cnc3cc(C(=O)NC4CCCC4)ccc32)cc1 | 0.6 | 1174 | i | -11 | 0 | 1% | 0.73 | -0.24 | 0.5 | -0.48 | 3.3 | 1.5 | 6.1 | i | 48 | i | 1 | 20%
Cc1cc(NC(=O)c2ccc3c(c2)C(=O)N(Cc2ccccc2)C3=O)no1 | 1.1 | 1054 | i | -2 | -2 | 10% | 0.56 | -0.32 | 0.53 | -0.56 | 2.6 | 2.3 | 10 | i | 57 | i | -2 | 7%
Cc1c(NC(=O)CCSc2ccc(Cl)cc2)c(=O)n(-c2ccccc2)n1C | / | / | i | -10 | -23 | -4% | 0.83 | -0.18 | 0.39 | -0.16 | 1.6 | 1.2 | 5.5 | i | 15 | i | -5 | -1%
Cc1ccc(Cn2ccc(C3CC3)n2)cc1 | -2.6 | 1031 | i | -20 | 17 | -3% | -0.18 | -0.26 | 0.19 | 0.19 | 3.7 | 2.1 | 4.9 | i | 20 | i | 13 | -2%
CCN(CC(=O)Nc1ccc(Cl)c(S(=O)(=O)N(C)C)c1)Cc1nc2ccccc2c(=O)[nH]1 | -1.0 | 1046 | i | 3 | -25 | 7% | 1.1 | -0.18 | 0.58 | -0.6 | 2.0 | 1.6 | 1.7 | i | 16 | i | 19 | 15%

Two of the compounds above, with each value named:
N#CCCn1cnc2c(=S)nc[nH]c21
  b-catenin transl = 1.5
  b-catenin transl cell count 5 µM = 1026
  Yfh1-off respiration = i
  WT yeast gro inh = 8
  WT yeast gro inh mutant strain = -4
  P. falciparum M1AAP = 5%
  Dynein transport = 1.2
  Dynein transport cytoplasmic EGFP = 0.063
  Dynein transport nuclear GR-EGFP = 0.65
  Dynein transport cell count = -1.1
  MT stabilizer = 4.0
  MT stabilizer Hoechst-high % = 2.4
  MT stabilizer cytotoxicity % = 7.0
  T cell modulator = i
  T cell modulator vesicle-bound % = 8
  Autophagy mod = i
  Autophagy mod cell loss 18 h = -3
  P. falciparum M17LAP = 8%
CC(C)(C)c1ccc(NC(=O)N2CCCN(c3c(Cl)cncc3Cl)CC2)cc1
  b-catenin transl = -4.7
  b-catenin transl cell count 5 µM = 1216
  Yfh1-off respiration = i
  WT yeast gro inh = /
  WT yeast gro inh mutant strain = /
  P. falciparum M1AAP = 7%
  Dynein transport = -0.12
  Dynein transport cytoplasmic EGFP = -0.25
  Dynein transport nuclear GR-EGFP = -0.18
  Dynein transport cell count = 0.14
  MT stabilizer = /
  MT stabilizer Hoechst-high % = /
  MT stabilizer cytotoxicity % = /
  T cell modulator = i
  T cell modulator vesicle-bound % = 44
  Autophagy mod = /
  Autophagy mod cell loss 18 h = /
  P. falciparum M17LAP = 5%

Source: PubChem BioAssay (several laboratories)
